Compound activity as filed in PubChem.
ABHD5-PLIN5 inh – inhibitors of human ABHD5-perilipin-5 interaction; inhibition, % at 4 µM; Q00G26+Q8WTS1; Split G. princeps luciferase complementation, luminescence, 4 h; 360,000 compounds, 0.78% hits;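 active = inhibition above the mean inhibition across every tested compound plus 3 SD, cut at about 22% in these data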;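 note: 0% = DMSO only wells and the 100% control is not disclosed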
MC4R antag cAMP – human MC4R antagonism in cAMP assay; P32245; MC4R-expressing cells, MTII-stimulated cAMP, LANCE TR-FRET; inhibition, % at 6.5 µM; 360,000 compounds, 0.48% hits; AID 540295;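 active = inhibition above its plate's cutoff, the mean of tested wells on that plate plus 3 SD, cut at about 29% in these data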;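 note: 0% = Melanotan II alone and 100% = Melanotan II plus saturating MCL0020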
Target sequence (P32245 whole entry, looked up): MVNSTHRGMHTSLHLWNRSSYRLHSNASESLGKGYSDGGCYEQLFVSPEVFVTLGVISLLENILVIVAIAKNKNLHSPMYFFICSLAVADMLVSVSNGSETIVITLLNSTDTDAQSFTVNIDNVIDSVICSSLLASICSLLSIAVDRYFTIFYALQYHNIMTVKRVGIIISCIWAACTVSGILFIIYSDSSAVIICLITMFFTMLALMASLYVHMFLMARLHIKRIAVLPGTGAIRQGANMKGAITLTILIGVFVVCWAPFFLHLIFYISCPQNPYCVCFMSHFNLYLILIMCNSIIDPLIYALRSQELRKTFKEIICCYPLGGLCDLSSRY
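System: U2OS-MC4R stable cell line; Technique: Eu-cAMP/anti-cAMP TR-FRET, emission 671 nm; Repeats: single well per compound; Also added: Melanotan II; Dosing: one concentration, 6.5 µM nominal; Schedule: 30-min compound, 1-h challenge, 1-h detection, room temperature.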
ABCB6 inh MLPCN – blocks the human ABCB6 transporter | K562-ABCB6 porphyrin accumulation, flow cytometry, 1 h; hits give low values | fluorescence ratio to DMSO, % at 10 µM | 360,000 compounds, 0.19% hits | AID 602162;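 active = fluorescence ratio to DMSO below 75%, the collection mean minus 3 SD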;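 note: signal is porphyrin accumulated inside mitochondria; 100% equals median channel fluorescence of DMSO control wells; lower ratio means ABCB6 inhibition with less porphyrin fluorescence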
MC4R ag barr – human MC4R agonism via beta-arrestin | P32245 | U2OS MC4R beta-arrestin complementation, luminescence; percent of melanotan II response, DMSO zero | activation, % at 8.9 µM | 360,000 compounds, 0.98% hits;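 active = activation above a per-plate cutoff, the mean activation of sample wells on that plate plus 3 SD, cut at about 8% in these data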
H9c2 protect – modulators protecting cardiomyocytes from myocardial damage | H9c2 cardiomyocytes, H2O2 injury protection, ATPLite, 2 h | protection from H2O2 cell death, % at 20 µM | 360,000 compounds, 0.63% hits;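 active = compounds giving at least 50% protection of heart cells from peroxide-induced death in the single-dose screen, raw or plate-pattern-corrected value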;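 note: 0% = DMSO wells with peroxide and 100% = DMSO wells without peroxide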
HTR2A ag – mouse HTR2A agonism via beta-arrestin recruitment; P35363; 360,000 compounds, 0.66% hits; activation, % at 7.6 µM; CHO-K1 mHTR2A beta-arrestin complementation, luminescence; percent of 30 µM serotonin response;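 active = activation above a run cutoff, the mean activation of all tested compounds plus 3 SD, cut at about 14% in these data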;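 note: 0% = plate median of compound wells and 100% = 30 µM serotonin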
Target sequence (P35363 whole entry, looked up): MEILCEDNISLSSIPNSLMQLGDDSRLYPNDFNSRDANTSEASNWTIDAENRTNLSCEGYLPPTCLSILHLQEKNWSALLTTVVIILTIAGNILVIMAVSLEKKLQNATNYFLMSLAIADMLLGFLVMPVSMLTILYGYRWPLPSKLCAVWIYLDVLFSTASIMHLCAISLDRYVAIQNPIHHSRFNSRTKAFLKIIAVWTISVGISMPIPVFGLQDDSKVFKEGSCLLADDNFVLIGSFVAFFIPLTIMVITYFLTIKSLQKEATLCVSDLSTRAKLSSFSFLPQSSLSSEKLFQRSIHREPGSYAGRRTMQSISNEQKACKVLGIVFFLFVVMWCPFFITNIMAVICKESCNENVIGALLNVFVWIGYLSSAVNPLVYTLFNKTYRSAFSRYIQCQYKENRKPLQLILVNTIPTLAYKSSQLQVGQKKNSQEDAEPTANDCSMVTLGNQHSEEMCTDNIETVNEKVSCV
Exocytosis inh – lytic granule exocytosis inhibition. 360,000 compounds, 0.66% hits. TALL-104 LAMP-1 surface exposure, flow cytometry; cells stimulated with thapsigargin and PMA. AID 651702. inhibition, % at 10 µM;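 active = inhibition above about 55%, limit read from the data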
hiPSC survival – enhancers of human iPSC single-cell survival | hiPSC single-cell survival, ATPlite luminescence; 100% = ROCK inhibitor wells, 0% = DMSO | survival enhancement, % at 20 µM | 360,000 compounds, 0.044% hits | AID 602274; in the data active = survival enhancement above about 18%;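 note: cells exposed to compounds for 16 hours before the ATP read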
aDG glyco up – increases alpha dystroglycan glycosylation. Pro5-aDG cells, alpha-DG glycosylation AlphaScreen (IIH6); 0% Pro5, 100% B10-LARGE cell signal. activation, % at 10 µM. 360,000 compounds, 0.22% hits;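 active = activation of at least 8% versus controls, or a plate z-score of at least 8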;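 note: Pro5 are CHO cells carrying HIG-tagged alpha-DG that lacks glycosylation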
N-glyco inh – blocks N-linked glycosylation in D54 reporter cells. 360,000 compounds, 0.23% hits. D54 ERlucT glycosylation luciferase reporter, 24 h; percent of 100 nM tunicamycin response. reporter increase, % at 12.5 µM;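 active = mean luciferase reporter signal, scaled so untreated is 0 and the glycosylation-blocking control 100, at or above a set limit in every replicate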;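 note: luciferase carries N-glycosylation sites so blocking glycosylation raises the light; 0% = median of neutral control wells and 100% = median of 100 nM tunicamycin wells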
An asterisk follows results filed as active.

Screens in order – ABHD5-PLIN5 inh	MC4R antag cAMP	ABCB6 inh MLPCN	MC4R ag barr	H9c2 protect	HTR2A ag	Exocytosis inh	hiPSC survival	aDG glyco up	N-glyco inh
> Cc1ccc(C(=O)c2c3ccc(C(F)(F)F)cc3[n+]([O-])n2CCCN)cc1
→ 16	8	94	2.0	-4	3	-7	-5.5	0.0	0
> c1cncc(CN2CCN(c3cc(-c4cnc5ccccc5c4)nc4ccnn34)CC2)c1
→ -1	4	96	-1.5	16	-5	0	-0.1	-0.1	1
> O=C(Nc1cccnc1)c1cnc2ccccc2n1
→ -8	-4	101	-3.5	9	0	2	-0.2	-0.3	1
> CCC(=O)Nc1nc(-c2ccccc2)nc(SC)c1C(C)=O
→ -1	-1	95	-1.3	1	-2	-3	0.5	-0.3	0
> C[C@H]1CN([C@@H](C)CO)C(=O)c2cc(Br)cnc2O[C@@H]1CN(C)C(=O)CN(C)C
→ 4	1	97	-0.7	5	-2	0	0.0	-0.1	-1
> Cc1ccc(F)cc1S(=O)(=O)Nc1cccc(C(=O)N2CCCC(C(N)=O)C2)c1 (stereo not drawn)
→ 3	5	101	-1.7	7	-5	-4	-0.5	0.1	0
> O=C(NNC(=O)c1ccc2nonc2c1)Nc1ccc(Cl)cc1
→ -3	0	97	-2.7	-4	-2	0	1.9	-0.1	2
> CCOC(=O)Cc1nnc(NC(=O)Nc2ccccc2)s1
→ -8	-1	94	-1.4	6	-4	-2	3.4	-0.1	-2
> CCOc1ccc(OCCN2C(=O)NC(Cc3c[nH]c4ccccc34)C2=O)cc1 (stereo not drawn)
→ 0	-3	98	0.6	-9	3	2	2.4	0.1	-2
> COc1ccc(S(=O)(=O)NCc2ccncc2)cc1NC(=O)c1ccc(Cl)cc1
→ 7	0	93	-5.1	-11	-4	-8	0.2	1.1	-3
> CN(c1ccccc1)S(=O)(=O)c1ccc(Cl)c(C(=O)NCc2ccco2)c1
→ 3	6	97	-0.7	0	3	-6	-1.5	0.2	-1
> O=C(CN1CCC(C(=O)c2cccc(Cl)c2)CC1)Nc1cccc(C(=O)O)c1
→ 3	-2	99	-1.5	13	-5	-1	-0.6	-0.5	0
> CC(=O)Nc1ccc(NC(=O)[C@@H]2CCCC[C@@H]2C(=O)O)cc1
→ -1	-3	98	-0.6	9	-3	1	2.7	0.0	2
> Cc1ccc(S(=O)(=O)N2CCOCC2)cc1NC(=O)COC(=O)/C=C/c1ccc(F)cc1
→ -5	12	107	-2.7	-16	1	-1	5.4	0.3	-1
> OC(c1ccccc1)c1nc(-c2ccc(Cl)cc2)cs1 (stereo not drawn)
→ -7	4	102	4.3	-6	-9	-8	2.3	0.2	1

Grouped by structure: the compounds so far with a COOH group.
Screens in order – ABHD5-PLIN5 inh	MC4R antag cAMP	ABCB6 inh MLPCN	MC4R ag barr	H9c2 protect	HTR2A ag	Exocytosis inh	hiPSC survival	aDG glyco up	N-glyco inh
> O=C(CN1CCC(C(=O)c2cccc(Cl)c2)CC1)Nc1cccc(C(=O)O)c1
→ 3	-2	99	-1.5	13	-5	-1	-0.6	-0.5	0
> CC(=O)Nc1ccc(NC(=O)[C@@H]2CCCC[C@@H]2C(=O)O)cc1
→ -1	-3	98	-0.6	9	-3	1	2.7	0.0	2

The results go on:
Screens in order – ABHD5-PLIN5 inh	MC4R antag cAMP	ABCB6 inh MLPCN	MC4R ag barr	H9c2 protect	HTR2A ag	Exocytosis inh	hiPSC survival	aDG glyco up	N-glyco inh
> COc1ccc(S(=O)(=O)N2CCOC2CNC(=O)C(=O)NCCc2ccccc2)cc1 (stereo not drawn)
→ 5	-7	93	0.4	0	46*	-2	-0.2	0.4	-2
> COc1ccc(CCNC(=O)CSCc2ccc([N+](=O)[O-])cc2)cc1
→ 1	16	97	-1.3	-1	1	1	1.3	0.1	0
> CC(=O)c1cccc(NC(=O)COC(=O)[C@@H](NC(=O)OCc2ccccc2)C(C)C)c1
→ -2	7	91	-1.4	8	1	5	-1.6	0.2	0
> CCCN1C(=S)SC(C)(C)C1/[N+]([O-])=C/c1cccnc1 (stereo not drawn)
→ 0	6	92	-2.2	-2	-2	-1	5.2	0.0	1
> CC/C(=N\O)c1ccc(OC)c(OC)c1
→ 17	8	91	-1.6	2	-2	3	1.4	0.0	1
> CCOc1ccc(Nc2ncnc3c2cnn3Cc2ccccc2)cc1
→ -1	-6	96	3.0	-1	-1	-1	1.0	0.5	-5
> CS(=O)(=O)Nc1cccc(C2=NN(S(=O)(=O)c3ccccc3)C(c3ccco3)C2)c1 (stereo not drawn)
→ 2	10	93	-2.4	-6	-7	0	5.6	0.1	0
> CCOc1ccc(Oc2ccc(NC(=O)CSc3nncn3C)cc2)cc1
→ 2	-13	98	-1.7	-4	-2	0	-0.5	-0.1	0
> CCCCN(C=O)c1c(CC)nc2ccc(C(=O)N3CCCCC3)cn12
→ 0	10	100	-1.3	-1	0	-2	-1.4	-0.2	0
> Cc1cc(F)ccc1NC(=O)C(C)n1c2ccccc2c2nc(=O)cc(C)n21 (stereo not drawn)
→ 5	9	95	-2.8	8	6	0	-0.4	0.0	0
> COC(=O)[C@@]12CCCCN1[C@H](c1ccc(-c3ccc(Cl)c(Cl)c3)c(OC)c1)[C@@H]1C(=O)N(C)C(=O)[C@@H]12
→ 2	10	100	-1.4	-10	4	-4	-2.2	0.3	-5
> COc1cc(C2CC(=O)Nc3ccccc3S2)cc(OC)c1OC (stereo not drawn)
→ 8	-19	97	-2.9	45	4	9	1.1	-0.7	4
> COc1ccc(C(=O)CCS(=O)(=O)c2ccc(C)cc2)cc1
→ 4	1	100	-3.4	-17	7	32	-0.4	1.8	3
> O=C(COC(=O)CNC(=O)c1ccc(-c2ccccc2)cc1)NCc1ccco1
→ 5	2	98	-3.1	-2	-5	1	0.5	0.0	1
> Cn1c(SCC(=O)Nc2ccccc2Oc2ccccc2)nnc1C1CC1
→ 0	-2	105	-1.3	5	7	-3	0.1	-0.1	1
> COc1ccc(C(=O)COC(=O)Cn2c(C)csc2=O)c(OC)c1
→ 4	-6	92	-4.3	1	-3	-9	0.3	-0.3	-1
> Cc1ccc(C(=O)NC(=S)Nc2ccc(NC(=O)c3cccs3)cc2)cc1[N+](=O)[O-]
→ 2	4	75	29*	-10	4	-2	-3.0	-0.4	-8
> CCc1ccc(CCC(=O)Nc2ccc(S(N)(=O)=O)cc2)o1
→ 3	-1	97	0.2	4	3	-5	5.3	0.0	0
> CC(C)(C)NC(=O)C[n+]1ccc(C(N)=O)cc1
→ -3	8	102	0.6	-4	5	-2	-1.1	0.0	2
> CCOC(=O)N1CCN(c2nc3ccccc3n3cnnc23)CC1
→ -10	-10	93	0.1	2	-3	-2	2.1	0.0	-2
> CCOc1cc(/C=N/NC(=O)c2ccncc2)cc(Cl)c1OS(C)(=O)=O
→ 5	7	105	-1.8	7	0	-10	-1.1	0.2	-1
> Cc1c2c(nc3ccccc13)OCC2
→ -3	-3	99	-0.6	4	2	0	-1.0	-0.3	1
> CCC(C)(C(=O)NC1CCCCC1)N(C(=O)c1ccccn1)c1ccc(C)cc1 (stereo not drawn)
→ -1	-2	97	-1.8	8	4	2	-0.8	-0.1	3
> Cc1sc(NC(=O)c2ccco2)c(C(c2cccnc2)N2CCN(C)CC2)c1C (stereo not drawn)
→ 2	8	99	1.1	23	2	5	-4.2	0.0	-3
> Brc1ccc(-c2cnc3n2CCCC3)cc1
→ 8	-1	93	-1.1	-11	0	0	3.9	1.0	-2
> O=S(=O)(NCc1ccc(Cl)cc1Cl)c1cccs1
→ -4	7	95	2.3	-3	-2	-3	-0.5	0.2	-1
> CC(=O)CSc1nnc(Cc2ccc3c(c2)OCO3)o1
→ -7	0	99	-2.0	2	2	0	1.8	0.0	2
> O=C(NC(Cc1ccc(O)cc1)C(=O)O)c1ccc2c(c1)OCO2 (stereo not drawn)
→ 6	12	101	0.1	3	0	-6	4.0	0.1	0
> O=C(CN1CCN(Cc2ccc(Cl)cc2)CC1)N/N=C/c1cccs1
→ 2	9	99	-2.2	0	-4	1	-0.6	0.0	-2
> CCCCc1nc2n[nH]c(N)c2c2c1CSC(C)(C)C2
→ 0	1	98	-0.7	-9	-2	0	-1.4	0.0	-2
> CCN1C(=O)[C@H]2[C@@H](c3ccc(OC)cc3)N3C(=O)CN(CC4CC4)C(=O)[C@@]3(C)[C@H]2C1=O
→ 0	1	104	-0.1	13	21*	-1	2.7	0.2	1
> Cc1ccc(N2C(=O)CC(Cc3ccc(Cl)cc3)C2=O)cc1 (stereo not drawn)
→ -6	5	98	-0.4	-4	2	23	0.0	-0.1	-1
> Nc1cc(N)nc(SCC(=O)c2ccccc2)n1
→ -1	8	99	-1.9	2	-3	-2	-2.0	-0.4	3
> O=C(NCC1CCCCC1)C1(CC2CC(c3cccc(Br)c3)=NO2)CCNCC1 (stereo not drawn)
→ 14	-4	96	0.0	18	-5	4	-6.1	1.6	-3
> C[C@H](CO)N1C[C@H](C)[C@H](CN(C)S(=O)(=O)c2ccc(C#N)cc2)OCc2cnnn2CCCC1=O
→ -10	2	98	0.1	0	2	-2	-0.6	-0.2	1
> Cc1ccc(F)c(NC(=O)c2c(-c3ccccc3)noc2C)c1
→ -5	-4	105	-2.2	-2	2	0	0.0	0.3	-1
> CC(C)(C)OC(=O)NCCCCCC(=O)N/N=C/c1coc2ccccc2c1=O
→ -3	-9	102	3.3	-3	-4	0	-0.1	0.1	1
> O=c1onc(-c2cccnc2)n1-c1ccccc1F
→ 4	0	100	1.3	9	-3	-5	1.6	-0.1	0
> CSCC[C@H](NC(=O)N1CCn2c1nc1ccccc12)C(=O)NCc1ccc(C)cc1
→ -7	-1	100	-0.6	-3	1	9	-0.1	0.4	1
> CCOC(=O)/C=C/C(=O)Nc1ccc(Oc2ccccc2)cc1
→ 1	46*	101	-0.6	-21	-7	24	-0.6	0.1	-6

4 compounds from above, reduced to HTR2A ag, MC4R ag barr and Exocytosis inh.
mol	HTR2A ag	MC4R ag barr	Exocytosis inh
Cc1ccc(F)c(NC(=O)c2c(-c3ccccc3)noc2C)c1	2	-2.2	0
CC(C)(C)OC(=O)NCCCCCC(=O)N/N=C/c1coc2ccccc2c1=O	-4	3.3	0
O=c1onc(-c2cccnc2)n1-c1ccccc1F	-3	1.3	-5
CSCC[C@H](NC(=O)N1CCn2c1nc1ccccc12)C(=O)NCc1ccc(C)cc1	1	-0.6	9
